Screens deposited in PubChem by several laboratories.
p97 inhibitor: human p97 ATPase inhibition. P55072. recombinant p97 ATPase, Kinase-Glo ATP luminescence, 3 h. inhibition, % at 8 µM. hit rate 0.42% among 220,000; in the data active = inhibition above about 15%;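 also: 0% = DMSO vehicle and 100% = wells lacking enzyme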
Target sequence (P55072 whole entry, looked up): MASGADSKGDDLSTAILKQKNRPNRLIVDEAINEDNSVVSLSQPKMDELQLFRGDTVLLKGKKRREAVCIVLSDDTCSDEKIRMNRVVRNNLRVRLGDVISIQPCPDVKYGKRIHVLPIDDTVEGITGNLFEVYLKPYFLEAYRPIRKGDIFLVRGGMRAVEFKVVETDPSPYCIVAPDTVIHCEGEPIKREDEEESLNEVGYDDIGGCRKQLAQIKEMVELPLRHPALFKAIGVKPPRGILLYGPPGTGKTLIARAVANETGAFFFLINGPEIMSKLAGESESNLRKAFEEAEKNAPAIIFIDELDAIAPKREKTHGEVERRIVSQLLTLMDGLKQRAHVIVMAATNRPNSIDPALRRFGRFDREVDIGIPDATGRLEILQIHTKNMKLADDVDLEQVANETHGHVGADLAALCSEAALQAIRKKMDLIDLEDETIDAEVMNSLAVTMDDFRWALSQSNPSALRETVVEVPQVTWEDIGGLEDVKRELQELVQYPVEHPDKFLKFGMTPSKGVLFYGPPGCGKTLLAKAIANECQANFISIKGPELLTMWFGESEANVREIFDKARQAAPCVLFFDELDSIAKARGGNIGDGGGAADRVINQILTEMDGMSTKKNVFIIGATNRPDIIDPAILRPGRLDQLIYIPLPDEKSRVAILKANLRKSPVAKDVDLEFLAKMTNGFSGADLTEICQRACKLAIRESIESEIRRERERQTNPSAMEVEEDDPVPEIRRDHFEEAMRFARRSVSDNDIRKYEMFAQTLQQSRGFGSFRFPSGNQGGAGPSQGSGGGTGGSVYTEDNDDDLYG
PPC-1+TRAIL kill: PPC-1 cancer cell killing with TRAIL present | PPC-1 cells + TRAIL, ATPLite viability luminescence | cell killing (% activity), % at 4 µM | hit rate 0.41% among 220,000;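 active = cell killing above 50% in the first pass at 4 µM, then a duplicate retest at 5 µM averaging 50% or more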;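 also: plate controls were cells with TRAIL plus DMSO for no effect and medium-only wells lacking cells for full effect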
BaF3 tox: reduces parental Ba/F3 cell viability, JAK2V617F counter-screen. CellTiter-Glo ATP luminescence. inhibition, % at 5.6 µM. hit rate 1.1% among 220,000;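 active = inhibition above a per-campaign cutoff, the mean inhibition of all tested compounds plus 3 SD, cut at about 27% in these data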;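 also: 0% = DMSO wells and 100% = JAK Inhibitor I control wells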
EP2 antag: inhibitors of human EP2 prostaglandin E2 receptor. hit rate 0.52% among 260,000. C6 glioma cells expressing human EP2, cAMP TR-FRET; cells stimulated with saturating PGE2. inhibition, % at 25 µM. P43116;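 active = percent inhibition above 40 after rounding to a whole number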;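 also: rat C6 glioma host cells with rolipram phosphodiesterase inhibitor present; the protocol text gives 20 µM as final concentration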
NCF1 inh: blocks human p47phox regulatory protein of NADPH oxidases; p47phox/p22phox peptide binding, fluorescence polarization, 2 h; inhibition, % at 24.7 µM; hit rate 0.53% among 220,000;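 active = inhibition above about 30%, limit read from the data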;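 also: 0% = p47phox with labelled peptide and 100% = labelled peptide alone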
Ba/F3 V617F tox: reduce viability of Ba/F3 cells dependent on JAK2V617F; Ba/F3 EpoR-JAK2V617F viability, ATP luminescence; inhibition, % at 5.6 µM; hit rate 1.1% among 220,000; AID 1446;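 active = inhibition above the campaign mean plus 3 SD over all tested compounds, cut at about 24% in these data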;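 also: cytokine-independent growth of Ba/F3 cells driven by EpoR plus mutant JAK2; 0% = DMSO-treated cells and 100% = JAK inhibitor I control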
TbHK1 inh: T. brucei hexokinase 1 inhibition. hit rate 0.11% among 220,000. inhibition, % at 10 µM. AID 1430. recombinant TbHK1, G6PDH-coupled NADH A340;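 active = inhibition of 50% or more in the single-dose primary screen; inactive = inhibition below 50%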
Furin inh: inhibitors of human furin; hit rate 0.061% among 220,000; AID 463115; purified furin, fluorogenic substrate cleavage; P09958; inhibition, % at 30 µM; in the data active = inhibition above about 25%; also: inactives centre near -15
RBBP9 inh: human RBBP9 hydrolase inhibition | recombinant RBBP9, FP-Rh probe fluorescence polarization | AID 1515 | hit rate 0.2% among 220,000 | O75884 | inhibition, % at 7.94 µM;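 active = inhibition above the campaign mean of all tested compounds plus 3 SD, cut at about 14% in these data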;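 also: plate controls were DMSO wells with RBBP9 for no effect and wells lacking RBBP9 protein for full effect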
Target sequence (O75884 whole entry, looked up): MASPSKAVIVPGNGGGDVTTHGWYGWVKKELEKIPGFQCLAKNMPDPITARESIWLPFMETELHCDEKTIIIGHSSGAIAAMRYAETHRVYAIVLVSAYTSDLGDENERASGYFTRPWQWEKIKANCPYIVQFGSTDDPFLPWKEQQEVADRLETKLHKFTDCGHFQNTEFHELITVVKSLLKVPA
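Measured by – fluorescence polarization · Test system – RBBP9 protein · Input – 2.5 µM RBBP9 dispensing solution, before mixing · Measure – percent inhibition from mP, scaled between DMSO and no-protein wells · Benchmarks – DMSO-treated enzyme wells and wells lacking RBBP9 · Times – preincubation 30 min plus labeling 45 min at 25 °C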
Numbers without * were called inactive; . = not tested or not shown; [ ] = another dose, or the depositor's remark.

SMILES	p97 inhibitor	PPC-1+TRAIL kill	BaF3 tox	EP2 antag	NCF1 inh	Ba/F3 V617F tox	TbHK1 inh	Furin inh	RBBP9 inh
Nc1ccc(NC2C[C@@H](C(=O)O)NC2=O)cc1 (stereo partly specified)	-1.1	-17.3	7.1	11.0	-11.5	0.9	-4.1	-29.3	-2.7
O=C(O)/C=C/c1nc(-c2ccccc2)n2ccccc12	5.5	4.2	-0.7	11.1	-15.1	0.0	-12.5	-2.8	-4.0
O=C(Nc1ccccc1)c1ccccc1NS(=O)(=O)c1ccc(Cl)s1	-5.1	-1.5	10.3	18.1	-14.0	3.3	-3.7	-12.0[20 µM]	-3.1
COc1ccc(OC(C)C(=O)Nc2cccc(F)c2)cc1 (stereo unspecified)	3.5	1.0	0.8	3.6	-8.9	-0.4	-9.8	-13.4	13.4
O=C(CSc1nc(O)c(Cc2ccccc2F)c(=O)[nH]1)N1CCCCCC1	3.8	12.2	1.5	4.6	-10.5	-3.8	5.0	-19.0	-1.6
C=CCNC(=S)NNC(=O)C(CCC(C)C)CC(C)(C)O (stereo unspecified)	0.4	5.4	5.0	17.3	-4.5	-1.2	17.1	-18.3[20 µM]	3.7
O=C1Nc2ccccc2/C1=N\c1sc2c(c1C(=O)Nc1ccccc1)CCCC2	-0.3	-0.5	1.5	9.5	-4.7	-0.4	-4.8	-14.6[20 µM]	-1.6
Cc1ccc(C2C(C(=O)c3sc(C)nc3C)=C(O)C(=O)N2CCN2CCOCC2)o1 (stereo unspecified)	-0.3	10.5	4.9	-2.5	-10.9	2.6	-1.0	-4.9	1.9
COc1ccc(Nc2nc(-c3sc(NC(C)=O)nc3C)cs2)cc1	-1.7	11.4	3.5	.	-36.4	1.8	-16.8	-10.6[20 µM]	-11.9
COc1ccccc1/C=C/C(=O)N1CCCC1	4.8	44.3	7.0	3.0	2.8	-0.4	-10.0	-27.4	-0.1
N=C1C(c2nc3ccccc3s2)=C(O)CN1C1CCC(O)CC1 (stereo unspecified)	8.9	-1.0	-2.6	16.9	-18.1	-1.6	-51.5	-3.4	-2.4
COC(=O)c1cc(=O)[nH]c(SCc2cccc(C)c2)n1	0.5	11.6	9.8	18.9	-5.1	2.0	-0.4	-11.3	-6.6
O=C(Nc1ncn[nH]1)c1cc(S(=O)(=O)Nc2cccc(C(F)(F)F)c2)ccc1Cl	6.9	-4.4	7.7	5.0	-26.3	-0.7	-4.3	-17.4	-1.1
CCOc1cc(S(=O)(=O)N2CCCC2)c(C)cc1C	-6.9	18.3	-0.2	4.8	-2.2	6.3	2.5	-0.8	1.7
Cc1ccc(-c2cc(C(=O)Nc3nccs3)c3ccccc3n2)o1	0.5	18.1	3.8	13.3	-12.3	0.5	-12.7	-15.4	-4.5
COc1ccccc1C(=O)Nc1nc2ccc(S(C)(=O)=O)cc2s1	0.5	24.6	3.5	15.0	14.0	1.3	-14.3	-20.0[20 µM]	0.1
Cc1occc1C(=O)NCCCCc1ccccc1	-2.5	0.3	0.8	10.8	-13.1	-2.6	8.9	-10.0[20 µM]	3.4
CCC1Cc2c(nc(N)c3c(N)nc(N4CCCCC4)c(C#N)c23)O1 (stereo unspecified)	2.7	21.4	8.7	13.6	-16.9	5.8	-4.7	-35.6	-2.5
O=C(CCc1ccccc1)NCC(=O)N/N=C/c1ccc(O)cc1O	3.9	-17.9	-0.6	8.7	-0.6	0.7	-47.3	-9.1	-1.1
CCOC(=O)C1CCCN(C(=S)NC2CCCCC2)C1 (stereo unspecified)	0.0	3.2	1.3	4.3	2.8	-3.1	-5.4	5.7	-5.7
Cc1cccc2sc(NNC(=O)C3COc4ccccc4O3)nc12 (stereo unspecified)	2.8	5.2	-0.8	8.8	2.4	-2.7	2.7	-11.6	-3.5
O=C(O)c1ccc(C=C(c2nc3ccccc3s2)c2nc3ccccc3s2)cc1	2.2	21.0	0.1	2.5	-29.6	-2.3	-8.1	-19.9	-6.8
Cc1cc(Nc2cccc(F)c2)n2ncnc2n1	0.7	2.8	5.8	3.6	2.6	0.2	-9.5	-3.0	-1.2
COc1ccc(Cn2c(CCCO)nc3ccccc32)cc1OC	1.8	-6.8	0.2	13.7	1.7	-4.0	-2.0	-15.8[20 µM]	8.0
CCOc1ccc2c(c1)C(C)=CC(C)(C)N2C(=O)Nc1ccccc1F	2.8	13.9	3.8	4.0	-3.8	-3.2	29.2	-12.4	7.2

Among those listed so far, five contain fluorine.
SMILES	p97 inhibitor	PPC-1+TRAIL kill	BaF3 tox	EP2 antag	NCF1 inh	Ba/F3 V617F tox	TbHK1 inh	Furin inh	RBBP9 inh
COc1ccc(OC(C)C(=O)Nc2cccc(F)c2)cc1 (stereo unspecified)	3.5	1.0	0.8	3.6	-8.9	-0.4	-9.8	-13.4	13.4
O=C(CSc1nc(O)c(Cc2ccccc2F)c(=O)[nH]1)N1CCCCCC1	3.8	12.2	1.5	4.6	-10.5	-3.8	5.0	-19.0	-1.6
O=C(Nc1ncn[nH]1)c1cc(S(=O)(=O)Nc2cccc(C(F)(F)F)c2)ccc1Cl	6.9	-4.4	7.7	5.0	-26.3	-0.7	-4.3	-17.4	-1.1
Cc1cc(Nc2cccc(F)c2)n2ncnc2n1	0.7	2.8	5.8	3.6	2.6	0.2	-9.5	-3.0	-1.2
CCOc1ccc2c(c1)C(C)=CC(C)(C)N2C(=O)Nc1ccccc1F	2.8	13.9	3.8	4.0	-3.8	-3.2	29.2	-12.4	7.2

Look-ups from the list.
COc1ccccc1C(=O)Nc1nc2ccc(S(C)(=O)=O)cc2s1 in p97 inhibitor = 0.5
COc1ccc(Nc2nc(-c3sc(NC(C)=O)nc3C)cs2)cc1 in RBBP9 inh = -11.9

The results go on.
SMILES	p97 inhibitor	PPC-1+TRAIL kill	BaF3 tox	EP2 antag	NCF1 inh	Ba/F3 V617F tox	TbHK1 inh	Furin inh	RBBP9 inh
COC(=O)c1nn2c(C(F)(F)F)cc(-c3ccc(Br)o3)nc2c1Br	1.7	13.7	2.5	4.3	.	-0.5	-5.1	-1.3	-9.2
O=C1/C(=C/C=C/c2ccco2)SC(=S)N1NS(=O)(=O)c1ccccc1	15.8*	28.7	-4.3	7.8	-38.1	-1.1	67.1*	3.2	6.0
CCOc1ccc(N=C2NC(=O)SC2CC(=O)OC)cc1 (stereo unspecified)	-3.4	0.1	-0.9	9.6	-6.5	-1.9	3.8	-14.6	0.0
CSc1ccc(/C=N\NC(=O)CNc2ccc(C)cc2)cc1	4.0	20.9	-0.3	24.0	-0.2	-6.1	-9.7	-24.5[20 µM]	-4.4
O=c1c(Cl)c(NCc2ccc(F)cc2)cnn1C12CC3CC(CC(C3)C1)C2	-0.5	10.3	8.3	5.7	-7.4	-2.9	30.9	-6.9	3.7
O=c1[nH]c(SCCOc2ccccc2)nc2ccccc12	-3.1	-3.9	4.0	5.6	-0.4	1.4	8.5	-22.4[20 µM]	-6.7
CCOC(=O)CSc1ccc(S(=O)(=O)N2CCCCC2)cc1[N+](=O)[O-]	1.3	13.2	4.0	12.7	-5.2	-0.1	-3.2	-15.9	-7.2
NC(=O)COC(=O)c1ccc(S(=O)(=O)NCc2ccco2)cc1	2.4	7.2	-1.1	1.6	-9.5	-1.6	5.1	-16.5	7.4
Cc1cc(C)nc(NC2=NCC(=O)N2CCc2c[nH]c3ccccc23)n1	5.7	31.8	6.9	28.4	-23.6	0.5	-5.9	-5.6[20 µM]	-6.8
FC(F)(F)c1ccc2c(c1)NCC1CCCN21 (stereo unspecified)	-0.3	0.0	-2.7	12.6	51.0*	-4.6	-20.3	-10.2	-10.1
COCC(=O)Nc1nc2n(n1)C(c1ccccc1)CC(c1ccc(OC)cc1)N2 (stereo unspecified)	-1.5	-10.5	-0.3	1.2	-6.6	0.2	2.9	-11.6	-0.4
Cn1nnc(NC(=O)CSc2nnnn2-c2ccc(F)cc2)n1	-0.9	6.7	0.9	7.1	-10.3	-3.9	8.2	-8.5[20 µM]	1.3
COc1ccc(Oc2ccc(/C=N/NC(=O)c3cccnc3)cc2[N+](=O)[O-])cc1	4.0	13.2	4.4	3.6	-1.3	-0.3	-5.6	-20.6	-7.6
CCn1c(C)nc2cc(C(=O)N=Nc3c(O)[nH]c4c(C)cc(C)cc34)ccc21	6.3	11.6	2.5	2.9	6.5	-3.1	-36.5	0.2	5.5
COc1ccc([N+](=O)[O-])cc1NC(=O)COC(=O)c1ccccc1O	4.8	4.7	-1.5	3.7	-11.6	-5.5	-21.6	5.5	-2.1
CCN(CC(=O)NC1CCS(=O)(=O)C1)c1ccc(S(C)(=O)=O)cc1[N+](=O)[O-] (stereo unspecified)	7.8	-19.8	7.6	15.1	-13.5	2.2	-4.4	-6.5[20 µM]	0.4
COc1ccc(OC)c(Nc2nc(N)nc(CSc3nnc(N)s3)n2)c1	-2.0	-0.2	3.6	6.8	-15.2	2.8	-1.6	-17.6[20 µM]	-8.8
COc1ccc(C(=O)NN(C)c2nc(C(F)(F)F)nc3ccccc23)cc1	0.7	-8.1	95.2*	11.9	-6.4	95.5*	-5.5	-13.8	3.3
CCc1nc2ccccc2n(CC)c1=O	-2.9	0.8	-0.1	11.3	-2.8	-2.7	-23.2	-20.1	-2.9
CC(=O)c1cccc(N=C2C(=O)Nc3ccccc32)c1	0.1	0.8	-0.3	9.0	-9.0	-2.4	-7.5	-16.7	-0.6
Cc1ccc(CNC(=O)c2cc(C)nn2-c2ccccc2)cc1	1.6	7.0	0.0	10.5	-7.9	-1.8	-0.4	-14.5	-7.6
COc1ccccc1NC(=O)c1ccc(S(=O)(=O)N2CCOCC2)cc1	0.6	11.5	0.0	12.4	-9.1	-1.1	3.3	-6.8	-0.1

Grouped by structure: the entries above containing a Cl atom (3)
SMILES	p97 inhibitor	PPC-1+TRAIL kill	BaF3 tox	EP2 antag	NCF1 inh	Ba/F3 V617F tox	TbHK1 inh	Furin inh	RBBP9 inh
O=C(Nc1ccccc1)c1ccccc1NS(=O)(=O)c1ccc(Cl)s1	-5.1	-1.5	10.3	18.1	-14.0	3.3	-3.7	-12.0[20 µM]	-3.1
O=C(Nc1ncn[nH]1)c1cc(S(=O)(=O)Nc2cccc(C(F)(F)F)c2)ccc1Cl	6.9	-4.4	7.7	5.0	-26.3	-0.7	-4.3	-17.4	-1.1
O=c1c(Cl)c(NCc2ccc(F)cc2)cnn1C12CC3CC(CC(C3)C1)C2	-0.5	10.3	8.3	5.7	-7.4	-2.9	30.9	-6.9	3.7

NCF1 inh: hit marks shown above.
canonical_smiles,p97 inhibitor,NCF1 inh,TbHK1 inh,Furin inh,RBBP9 inh
FC(F)(F)c1ccc2c(c1)NCC1CCCN21 (stereo unspecified),-0.3,51.0*,-20.3,-10.2,-10.1

The list is partial; count on the stated rates, not on these rows.
